IP6K1 inh = inhibitors of human IP6K1. Q92551. IP6K1 kinase, ADP-Glo luminescence, 2 h; hits give low values. activity change, % (series mostly up to about 58 µM). actives 0.81% (n = 140,000). AID 1645851; in the data active = activity change below about -25%
Target sequence (Q92551 whole entry, looked up): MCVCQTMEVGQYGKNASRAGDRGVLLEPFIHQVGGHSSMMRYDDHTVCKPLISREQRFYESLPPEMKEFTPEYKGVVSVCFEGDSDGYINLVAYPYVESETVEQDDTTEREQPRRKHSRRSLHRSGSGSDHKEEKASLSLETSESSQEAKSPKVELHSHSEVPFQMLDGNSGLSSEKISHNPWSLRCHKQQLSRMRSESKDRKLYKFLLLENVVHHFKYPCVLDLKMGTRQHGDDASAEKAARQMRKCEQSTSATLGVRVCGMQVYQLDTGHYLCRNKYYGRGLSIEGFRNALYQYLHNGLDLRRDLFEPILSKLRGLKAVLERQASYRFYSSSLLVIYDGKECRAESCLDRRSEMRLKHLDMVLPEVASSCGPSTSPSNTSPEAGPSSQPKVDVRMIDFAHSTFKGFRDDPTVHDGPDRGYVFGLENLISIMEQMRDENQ
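ADP-Glo luminescence measures ADP made by human IP6K1 during a 2 h RT reaction with ATP/IP6 (mix at 1.3 mM/130 uM); top library doses 57.5 and 19.1 uM final.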
HEK293 tox = kills HEK 293 cells; HEK 293 viability, ATP luminescence (CellTiter-Glo), 48-72 h; Potency, µM (highest dose often 115 µM), inactives show top-dose activity change, negative = cytotoxicity, actives largely listed as inhibitors; actives 6.6% (n = 94,000); note: potency is the fitted concentration of half-maximal effect; nearly all actives have a fitted effect of over 60% in size
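CellTiter-Glo luminescence (cellular ATP) was read after 48 or 72 hr of compound exposure at 37 degree Celsius. Cells were HEK 293 plated at 250 cells/well.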
HEK293 viab = reduces viability of HEK-293 SNCA reporter cells | AID 1671193 | HEK-293-SNCA-luc viability, GF-AFC fluorescence, 24 h | Potency, µM (highest dose often 57.1 µM), for the others: at the top dose activity change, negative = cytotoxicity, most hits filed as cytotoxic | actives 0.12% (n = 150,000);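 note: potency is the fitted concentration of half-maximal effect; 0% = DMSO-treated cells and -100% = medium-only wells without cells; nearly all actives have a fitted effect of over 30% in size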
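Cytotoxicity counterscreen: after 24 h compound treatment of genome-edited SNCA-luciferase HEK-293 cells, live-cell protease substrate GF-AFC read by fluorescence after 30 min; activity scaled between DMSO (0%) and medium-only (-100%), curves Hill-fitted.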
SNCA expr inhib = inhibitors of alpha-synuclein (SNCA) gene expression | HEK-293 SNCA-luciferase knock-in, luminescence, 24 h | Potency, µM (doses to about 57.2 µM), for the others: at the highest dose activity change, negative = inhibition, actives largely listed as inhibitors | actives 0.17% (n = 140,000) | AID 1671194;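 note: potency is the fitted concentration of half-maximal effect; plate controls were DMSO cells for no effect and cell-free wells for full effect; nearly all actives have a fitted effect of over 45% in size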
GPT2 inhibitor = GPT2 alanine aminotransferase inhibition; Potency, µM (doses to about 57.7 µM), inactives show top-dose activity change, negative = inhibition, usual class: inhibitors; Recombinant GPT2, coupled pyruvate oxidase/HRP Amplex Red fluorescence; AID 1671188; actives 0.25% (n = 100,000); note: potency is the fitted concentration of half-maximal effect; nearly all actives have a fitted effect of over 60% in size; many of its hits are not listed in these tables
Target sequence (Q8TD30 whole entry, looked up): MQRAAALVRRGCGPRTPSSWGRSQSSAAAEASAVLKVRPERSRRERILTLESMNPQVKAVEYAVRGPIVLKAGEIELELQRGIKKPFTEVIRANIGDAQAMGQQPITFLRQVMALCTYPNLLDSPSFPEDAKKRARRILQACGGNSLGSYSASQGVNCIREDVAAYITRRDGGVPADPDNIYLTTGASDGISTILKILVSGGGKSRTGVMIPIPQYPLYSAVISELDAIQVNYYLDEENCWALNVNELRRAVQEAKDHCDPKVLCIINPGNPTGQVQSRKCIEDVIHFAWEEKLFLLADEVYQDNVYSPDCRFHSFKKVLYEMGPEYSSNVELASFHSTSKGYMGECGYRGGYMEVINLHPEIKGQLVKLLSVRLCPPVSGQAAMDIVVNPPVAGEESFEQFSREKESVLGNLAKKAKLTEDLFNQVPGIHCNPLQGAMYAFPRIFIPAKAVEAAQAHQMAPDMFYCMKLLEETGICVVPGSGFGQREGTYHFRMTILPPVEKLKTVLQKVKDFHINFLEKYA
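Inhibition is scored from Amplex Red fluorescence generated when pyruvate oxidase and HRP act on pyruvate released by GPT2. Reactions contain 10ng/uL enzyme, 250uM a-KG and 2mM L-alanine and run 30 min at room temperature.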
3T3 cytotox = cytotoxic compounds in NIH 3T3 cells; NIH 3T3 viability, CellTiter-Glo ATP luminescence, 48-72 h; Potency, µM (doses to about 96.7 µM), without a hit: top-dose activity change, negative = cytotoxicity, usual class: inhibitors; actives 4.3% (n = 94,000); AID 1345082; note: potency is the fitted concentration of half-maximal effect; nearly all actives have a fitted effect of over 55% in size
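Mouse fibroblast NIH 3T3 cells, 400 per well, received compound via pintool and were incubated for 48 or 72 hr prior to CellTiter-Glo ATP luminescence measurement.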
Luciferase inh = Photinus pyralis luciferase inhibition. P08659. purified P. pyralis luciferase, luminescence, biochemical. Potency, µM (top dose mostly 115 µM), for inactives: at the highest dose activity change, negative = inhibition, hits mostly inhibitors. actives 2.5% (n = 76,000). AID 1347043; note: potency is the fitted concentration of half-maximal effect; nearly all actives have a fitted effect of over 65% in size
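Luminescence read by CCD imager after adding enzyme (10nM final) to wells holding compound, titrated in qHTS. Substrates 10uM each D-luciferin and ATP; buffer 50mM Tris acetate pH 7.5, 10mM Mg acetate, Tween-20, BSA.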
* marks the source's active call; other numbers are inactive results; i = inactive; ? = inconclusive; · = no result given; [ ] = remark or other dose. Unless noted, calls come from the whole dose curve; as a rule, active = well fitted curve in the direction sought with a large enough effect; inconclusive = small, poorly fitted or top-dose-only effect, or another doubt; inactive = no such curve, though single readings can be large; an effect the other way counts as inactive or inconclusive. Unless noted, % is set by controls: 0 for no effect and ±100 for the full control effect.

SMILES | IP6K1 inh | HEK293 tox | HEK293 viab | SNCA expr inhib | GPT2 inhibitor | 3T3 cytotox | Luciferase inh
O=C(c1cc(-c2cc(Cl)cc(Cl)c2)c2cccn2n1)N1CCOCC1 | -5 | ? | -18% | -25% | i | 35µM* | ·
CCn1c(CNC(=O)c2ccc(OC)cc2)nnc1SCC(=O)Nc1ccc(C)cc1 | -5 | · | -19% | 22% | · | · | ·
CCc1cccc(NC(=O)Cn2nc3n(c2=O)CCCCC3)c1 | 28 | 2% | 2% | 9% | -7% | 4% | -2%
COc1ccc(F)c(CN2C[C@@H](C(=O)O)C[C@@H](C(=O)NCc3ccccn3)C2)c1 | 4 | -23% | 3% | -29% | i | -7% | -3%
CS(=O)(=O)N1CCn2cc(C(=O)Nc3ccc(Cl)cc3Cl)nc2C1 | -3 | ? | 0% | 34%[activator] | 2% | ? | ·
CN1C[C@@H]2CC[C@H](CC1=O)N2C(=O)c1cnn2cc(CCO)cnc12 | -2 | -20% | -4% | -13% | 2% | -12% | -8%
Cc1nc2c(N)cccn2n1 | 18 | -2% | -1% | -3% | i | -17% | -2%
COc1cccc(OC)c1C(=O)NC1CC(=O)N(CCc2ccc(F)cc2)C1 (centres undefined) | 26 | -9% | 8% | 48%[activator] | i | -21% | -12%
CNC(=O)N1CCC(C2CCN(C(=O)c3ccc(OC)cc3)C2)CC1 (centres undefined) | -9 | 4% | 0%[12.5 µM] | 12% | 4% | i | 4%
Cc1ccc([S+](=O)([O-])N2CCC(C(=O)N3CCC(N4CCOCC4=O)CC3)CC2)cc1 | 1 | i | 3% | 43%[activator] | i | -9% | ·
COc1ccccc1C(=O)N1CCC2(C1)NC(=O)c1ccccc1CO2 (centres undefined) | 22 | -21% | 7% | -2% | 3% | -14% | -2%
O=C(Nc1ccc(Oc2ccccc2)cc1)O[C@@H]1CO[C@H]2[C@@H]1OC[C@@H]2NS(=O)(=O)c1cccs1 | 15 | 40µM* | -3% | ? | -14% | ? | ?
CCCCSc1nc2sc3c(c2c(=O)n1-c1ccccc1C)CC(C)(C)OC3 | 25 | · | 11% | -1% | · | · | ·
CCCSc1ncc(Cl)c(C(=O)Nc2ccc(OC)cc2OC)n1 | 19 | · | 0% | 37%[activator] | · | · | ·
COc1ccc(C(=O)N2CCC(n3cc(-c4nc(C(C)C)no4)nn3)C2)cc1 (centres undefined) | 14 | ? | -16% | -14% | -2% | -26% | 14%
CCCn1c2ccccc2c2cnn(CC(=O)NCCCOC(C)C)c(=O)c21 | 15 | · | 7% | 49%[activator] | · | · | ·
O=C(N[C@H]1C[C@H]2C(=O)NC[C@@H](CCC(=O)N3CCN(c4ccccn4)CC3)N2C1)C1CC1 | 1 | -10% | 5% | -5% | i | 3% | 4%
O=C1[C@@H]2C[C@@H](O)CN2C2(CN(Cc3ccccn3)C2)C(=O)N1Cc1cccc(Cl)c1 | 8 | -8%[172 µM] | 2%[87.6 µM] | 1%[87.6 µM] | 0%[88.5 µM] | -14%[174 µM] | 5%[172 µM]
COc1ccccc1-c1ccc(CN2CCCCC2C(=O)NCc2ccccc2)cc1 (centres undefined) | 11 | 32µM* | · | · | · | ? | ·
O=C(CCC1CCN(S(=O)(=O)c2ccccc2)CC1)N1CCOCC1 | 25 | -1% | -3% | -9% | i | -21% | -1%
O=C1CC(c2ccccc2)N(C(=O)CNC(=O)NCc2ccc(F)cc2)CCCCCCN1 (centres undefined) | 3 | i | 3% | 2% | -2% | 2% | 1%
C=CCOc1cccc(-c2nc(C(=O)N(C)Cc3ccco3)cs2)c1 | -12 | ? | -4% | 15% | 4% | ? | ?
Cc1cc(C)n(CC(=O)N2CCc3nn(Cc4ccccc4)c(=O)n3CC2)n1 | -5 | -13% | -8% | 20% | i | -11% | -11%
CCOC(=O)[C@@H]1[C@@H](O)C(=O)N(C)C12CCN(C(=O)c1cccc(C#N)c1)CC2 | -9 | -9% | · | · | · | ? | ·
COc1ccc(C(=O)CSc2nc(C)cc(C)c2C(=O)Nc2ccccc2C)cc1 | -5 | · | 6% | 21% | · | · | ·
COCCNC(=O)C[C@@H]1C[C@H]2O[C@H](CNC(=O)N3CCOCC3)[C@@H](O)[C@H]2O1 | 14 | -19%[172 µM] | -1%[87.6 µM] | -6%[87.6 µM] | i | -1%[174 µM] | -2%[172 µM]
CCOc1cccc(CNC(=O)c2c(OC)cc(=O)n3c2CCCC3)c1 | -12 | -5% | 5% | 5% | 1% | -8% | 7%
COc1cccc(CNC(=O)C(C)n2ncn3cccc3c2=O)c1OC (centres undefined) | 16 | · | 15% | -4% | · | · | ·
CCCCCNC(=O)C1CCCN(Cc2cccc(-c3ccsc3)c2)C1 (centres undefined) | -1 | 32µM* | · | · | · | 35µM* | ·
Cc1c(F)cccc1NC(=O)C1CCN(C(=O)c2ncn3c2COC(c2ccc(F)cc2)C3)CC1 (centres undefined) | 0 | 4% | 2% | 15% | -5% | i | ?
COc1cc(C(=O)NCCc2sc(-c3ccc(C)cc3)nc2C)cc(OC)c1OC | 6 | · | -24% | -12% | · | · | ·
O=C(COCc1cc(-c2cccs2)on1)N1CCN(c2ccc(F)cc2)CC1 | 8 | · | -11% | -5% | · | · | ·
COCc1nncn1C1CCN(S(=O)(=O)c2ccc(Cl)cc2C)CC1 | 7 | -3% | 5% | -8% | -4% | -13% | 8%
COCCN1C(=O)[C@@H]2C[C@@H](CN2Cc2ccc(OC)nc2)Oc2ccccc21 | 0 | -12%[172 µM] | 10%[87.6 µM] | 5%[87.6 µM] | -1%[88.5 µM] | -19%[138 µM] | 1%[172 µM]
C[C@@H](O)CNc1nccc(C2(c3ccccc3Cl)CCNCC2)n1 | -4 | -5% | -10% | -18% | -12% | -8% | 2%
O=C([C@@H]1C[C@H](F)CN1S(=O)(=O)c1ccc(Cl)cc1)N1CCCCC1 | 0 | 2% | ? | ? | i | -12% | -7%
C/C(=C\CCC(C(=O)O)C1CCC2(C)C3=C(CCC12C)C1(C)CCC(=O)C(C)(C)C1CC3)C(=O)O (centres undefined) | 5 | · | -8%[23.9 µM] | · | i | · | ·
CCn1cc(C(=O)N2C[C@@H](COCC3CC3)[C@H](c3ccccn3)C2)cn1 | 19 | -24% | 1% | -8% | i | -3% | 3%
C=CC(=O)Nc1cccc(Oc2nc(Nc3ccc(N4CCN(C)CC4)cc3OC)ncc2Cl)c1 | -4 | · | ? | -4% | ? | · | ·
Cn1ncc2c(C(=O)NCc3cccs3)cc(-c3ccc(Cl)cc3Cl)nc21 | 4 | 40µM* | -18% | -2% | i | ? | ·
COc1ccc(CCC(=O)N2C[C@@H](Oc3ccccc3)C[C@H]2C(=O)NC2CC2)cc1 | 0 | -29% | -3% | 2% | i | -13% | 7%
COc1ccc(CN2CCNc3cnc(Nc4ccccc4)cc3C2)cc1O | -21 | ? | -15%[87.6 µM] | -24%[87.6 µM] | ? | ? | -11%[172 µM]
Cc1ccc(CNC(=O)c2cc3sccc3n2Cc2ccc(F)cc2)cc1 | 9 | · | -8% | -4% | · | · | ·
O=C1NC2(CCN(CC3CCCCC3)CC2)Oc2ccccc21 | 11 | 2%[172 µM] | 3%[87.6 µM] | -6%[87.6 µM] | i | -26%[138 µM] | -4%[172 µM]
CSc1nc(Nc2ccc(C)cc2)c(C#N)c(-c2ccccc2)n1 | -6 | · | 1% | -5% | · | · | ·
CC(NC(=O)C1=Cc2ccccc2OC1)c1ccccc1 (centres undefined) | -5 | · | -13% | -9% | · | · | ·
CC(C)Oc1ccc(CNC(=O)C2CCN(C(=O)N3CCOc4ccc(Cl)cc43)CC2)cc1 | 0 | · | 0% | ? | · | · | ·
CCC(C(=O)NCCCN(CC)CC)n1ncn2c(cc3occc32)c1=O (centres undefined) | 13 | · | 7% | -8% | · | · | ·
COCC(=O)N[C@H]1C[C@@H](Cc2cc(CO)on2)C1(C)C | 14 | -14%[230 µM] | 3%[87.6 µM] | -15%[87.6 µM] | -8%[88.5 µM] | -17%[230 µM] | -4%[230 µM]
CCn1c(=O)n(CC)c2cc(N3CCCCC3)c(NC(=O)Nc3cc(Cl)ccc3OC)cc21 | -13 | · | -4% | -25% | · | · | ·
Cc1ccc(C(=O)N2CCC3(CC2)NC(=O)N(c2ccccc2)N3)cc1F | 10 | ? | -2% | -3% | -25% | -25% | 11%
C[C@@H]1CN(C(=O)c2ccsc2)C[C@H]1c1nc(-c2ccncc2)no1 | 7 | ? | 3% | -4% | i | -22% | -7%
O=C1CC2(CCN(Cc3ccc(C(F)(F)F)cc3F)C2)C(=O)N1 (centres undefined) | 1 | -32% | 8% | 10% | i[11.5 µM] | -2% | 11%
CCCc1nnc(C[C@@H]2C[C@@H](C(C)C)[C@H](CN3CCN(C(C)=O)CC3)C=C2C)o1 | 12 | 100µM* | -15%[87.6 µM] | -12%[87.6 µM] | -2%[88.5 µM] | -12%[174 µM] | -4%[172 µM]
Cc1noc(C)c1CN1CCCC(c2nccn2Cc2ccccc2)C1 (centres undefined) | 2 | ? | 4% | 3% | -6%[11.5 µM] | -23% | 1%
CC1=C[C@@H](CNC(=O)NC(C)C)[C@H](C(C)C)C[C@H]1CC(=O)NCc1ccccn1 | 14 | 1%[172 µM] | 2%[87.6 µM] | 3%[87.6 µM] | -6%[88.5 µM] | 1%[174 µM] | -1%[172 µM]
Cc1ccc(CN2C(=O)NC3(CCN(C(=O)c4ccccn4)CC3)C2=O)cc1 | -1 | 6% | -20% | -16% | 4% | 0% | -3%
O=C(Nc1ccc(F)c(Cl)c1)N1CCN2CCCCC2C1 (centres undefined) | 14 | · | 3% | 57% | · | · | ·
O=S(=O)(NCC1CN(CC2CC2)CC12CCCCC2)c1cccnc1 (centres undefined) | 3 | -6% | 5% | 4% | i | ? | ·
CC(C)NC(=O)N1CCOC[C@H]1c1ncc(-c2ccc(OC(F)(F)F)cc2)[nH]1 | 1 | ? | 0%[87.6 µM] | 5%[87.6 µM] | -2%[88.5 µM] | ? | -4%[172 µM]

Given as labelled records: entries from further up
compound: CCOC(=O)[C@@H]1[C@@H](O)C(=O)N(C)C12CCN(C(=O)c1cccc(C#N)c1)CC2
  IP6K1 inh = -9; HEK293 tox = -9%; HEK293 viab = ·; SNCA expr inhib = ·; GPT2 inhibitor = ·; 3T3 cytotox = ?; Luciferase inh = ·

compound: COc1ccc(C(=O)CSc2nc(C)cc(C)c2C(=O)Nc2ccccc2C)cc1
  IP6K1 inh = -5; HEK293 tox = ·; HEK293 viab = 6%; SNCA expr inhib = 21%; GPT2 inhibitor = ·; 3T3 cytotox = ·; Luciferase inh = ·

compound: COCCNC(=O)C[C@@H]1C[C@H]2O[C@H](CNC(=O)N3CCOCC3)[C@@H](O)[C@H]2O1
  IP6K1 inh = 14; HEK293 tox = -19%[172 µM]; HEK293 viab = -1%[87.6 µM]; SNCA expr inhib = -6%[87.6 µM]; GPT2 inhibitor = i; 3T3 cytotox = -1%[174 µM]; Luciferase inh = -2%[172 µM]

compound: CCOc1cccc(CNC(=O)c2c(OC)cc(=O)n3c2CCCC3)c1
  IP6K1 inh = -12; HEK293 tox = -5%; HEK293 viab = 5%; SNCA expr inhib = 5%; GPT2 inhibitor = 1%; 3T3 cytotox = -8%; Luciferase inh = 7%
